PDI turbidity = inhibitors of human PDI, primary screen, biochemical, turbidity, single point, plate reader; Protein disulfide-isomerase (Homo sapiens), P07237; PDI insulin aggregation turbidity, A650, 90 min; inhibition, % at 10 µM; 350,000 tested, 0.052% active;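 active = mean inhibition across replicates of 30% or more, whatever share of single replicates reach that level; inconclusive = mean inhibition below 30% while every single replicate reaches 30%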;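 also: absorbance from insulin aggregation driven by PDI reduction with DTT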
Target sequence (P07237 whole entry, looked up): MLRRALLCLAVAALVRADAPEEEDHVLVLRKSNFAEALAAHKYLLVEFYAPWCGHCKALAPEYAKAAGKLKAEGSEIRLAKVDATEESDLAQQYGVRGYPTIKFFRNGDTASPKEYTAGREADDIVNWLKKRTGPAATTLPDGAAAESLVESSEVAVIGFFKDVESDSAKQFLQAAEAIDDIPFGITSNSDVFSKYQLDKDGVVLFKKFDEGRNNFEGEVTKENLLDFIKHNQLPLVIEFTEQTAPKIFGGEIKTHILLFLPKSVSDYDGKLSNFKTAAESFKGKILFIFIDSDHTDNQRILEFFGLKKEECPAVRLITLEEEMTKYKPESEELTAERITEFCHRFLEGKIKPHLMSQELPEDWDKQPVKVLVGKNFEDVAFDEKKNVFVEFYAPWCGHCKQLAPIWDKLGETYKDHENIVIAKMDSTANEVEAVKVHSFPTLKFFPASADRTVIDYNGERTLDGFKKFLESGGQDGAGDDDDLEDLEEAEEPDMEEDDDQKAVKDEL
HTR2A ag = mouse Htr2a agonists via beta-arrestin recruitment, primary screen, cell-based, luminescence; 5-hydroxytryptamine receptor 2A (Mus musculus), P35363; CHO-K1 mHTR2A beta-arrestin complementation; percent of 30 µM serotonin response; activation, % at 7.6 µM; 360,000 tested, 0.66% active; AID 624169, 2012;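 active = activation above a run cutoff, the mean activation of all tested compounds plus 3 SD, cut at about 14% in these data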;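 also: 0% = plate median of compound wells and 100% = 30 µM serotonin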
Target sequence (P35363 whole entry, looked up): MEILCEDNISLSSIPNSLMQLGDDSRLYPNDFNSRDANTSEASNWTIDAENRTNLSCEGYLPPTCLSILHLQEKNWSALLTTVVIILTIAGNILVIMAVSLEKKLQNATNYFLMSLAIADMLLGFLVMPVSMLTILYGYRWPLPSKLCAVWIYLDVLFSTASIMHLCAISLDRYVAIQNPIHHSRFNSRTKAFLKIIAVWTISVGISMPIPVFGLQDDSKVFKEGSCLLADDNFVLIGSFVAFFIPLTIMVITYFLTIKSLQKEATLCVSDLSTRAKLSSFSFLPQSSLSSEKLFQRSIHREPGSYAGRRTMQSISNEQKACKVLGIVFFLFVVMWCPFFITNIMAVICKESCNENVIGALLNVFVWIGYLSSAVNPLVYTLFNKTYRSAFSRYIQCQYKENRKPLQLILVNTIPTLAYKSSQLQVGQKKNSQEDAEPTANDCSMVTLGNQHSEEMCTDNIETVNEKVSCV
CaV13 FRET inh = Primary screen for inhibitors of IQ motif and Ca2+-dependent inactivation inhibitor domain binding in CACNA1D, Förster resonance energy transfer in living cells, …; AID 743397; HEK cells, CFP/YFP FRET ICDI-IQ, plate reader, 10 min; percent FRET-ratio fall versus neutral wells; 340,000 tested, 0.098% active; inhibition, % at 12.3 µM;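 active = mean replicate inhibition of at least 30% and at least 1% of replicates passing that level; inconclusive = only one of the two criteria is met; inactive = neither criterion is met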;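 also: 0% = median of the neutral control wells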
ABCB6 inh 2 = ABCB6 transporter inhibitors, primary screen, K562-ABCB6 cells, flow cytometry, MLPCN library; ATP-binding cassette sub-family B member 6 (Homo sapiens), Q9NP58; K562-ABCB6 porphyrin accumulation, 1 h; stronger effect = lower value; fluorescence ratio to DMSO, % at 10 µM; 360,000 tested, 0.19% active;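 active = fluorescence ratio to DMSO below 75%, the collection mean minus 3 SD; inconclusive = too few cells collected in the well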;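 also: signal is porphyrin accumulated inside mitochondria; 100% equals median channel fluorescence of DMSO control wells; lower ratio means ABCB6 inhibition with less porphyrin fluorescence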
N-glyco inh = increase of ERlucT glycosylation luciferase signal, primary screen, N-linked glycosylation inhibitor project, D54 ERlucT cells, luminescence, set 2 | D54 ERlucT glycosylation luciferase reporter, 24 h; percent of 100 nM tunicamycin response | reporter increase, % at 12.5 µM | 360,000 tested, 0.23% active;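 active = mean luciferase reporter signal, scaled so untreated is 0 and the glycosylation-blocking control 100, at or above a set limit in every replicate; inconclusive = mean reaches the limit but not every replicate does; inactive = mean below the limit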;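 also: luciferase carries N-glycosylation sites so blocking glycosylation raises the light; 0% = median of neutral control wells and 100% = median of 100 nM tunicamycin wells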
Cardio protect = cardioprotection against H2O2-induced cell death, primary screen, uHTS, H9c2 cells, ATPLite luminescence | H9c2 cardiomyocytes, H2O2 injury protection, 2 h | protection from H2O2 cell death, % at 20 µM | 360,000 tested, 0.63% active | AID 588492, 2011;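 active = compounds giving at least 50% protection of heart cells from peroxide-induced death in the single-dose screen, raw or plate-pattern-corrected value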;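 also: 0% = DMSO wells with peroxide and 100% = DMSO wells without peroxide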
Exocytosis inh = LAMP-1 surface exposure blockers, TALL-104 cells – cell-based, flow cytometry, MLPCN library, primary screen. inhibition, % at 10 µM. AID 651702, 2012. 360,000 tested, 0.66% active. TALL-104 LAMP-1 surface exposure; cells stimulated with thapsigargin and PMA;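 active = inhibition above about 55%, limit read from the data; inconclusive = no clear call, values can overlap the other calls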
iPSC survival up = enhancers of single-cell hiPSC survival, primary screen, ATPlite luminescence | 100% = ROCK inhibitor wells, 0% = DMSO | survival enhancement, % at 20 µM | 360,000 tested, 0.044% active | AID 602274, 2012; in the data active = survival enhancement above about 18%;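 also: cells exposed to compounds for 16 hours before the ATP read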
Vif inh = HIV Vif self-association inhibitors, primary screen, imaging, HEK293T, single point | 340,000 tested, 0.35% active | inhibition, % at 7.49 µM | HEK293T cells, Vif self-association by quenched fluorescence, 24 h; in the data active = inhibition above about 50%, passing the limit was not always enough; inconclusive = no clear call, values can overlap the other calls; inactive = below about 31%; also: some results filed as inactive read as strong as hits
aDG glyco act = activators of alpha-DG glycosylation, primary screen, uHTS, Pro5-aDG cells, AlphaScreen; alpha-DG glycosylation AlphaScreen (IIH6); 0% Pro5, 100% B10-LARGE cell signal; activation, % at 10 µM; 360,000 tested, 0.22% active;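 active = activation of at least 8% versus controls, or a plate z-score of at least 8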;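 also: Pro5 are CHO cells carrying HIG-tagged alpha-DG that lacks glycosylation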
Active calls of the source: *.

Results for COc1ccc(N(CC(=O)N2CCN(Cc3ccccc3)CC2)S(C)(=O)=O)cc1OC ?
PDI turbidity: 12; HTR2A ag: -1; CaV13 FRET inh: -3; ABCB6 inh 2: 100; N-glyco inh: 0; Cardio protect: 3; Exocytosis inh: 11; iPSC survival up: -0.1; Vif inh: 5; aDG glyco act: -0.2

How did C/C(=N\Nc1ccc([N+](=O)[O-])cc1)c1ccc(-n2nncc2C(C)(C)C)cc1 do in these assays?
PDI turbidity: -2; HTR2A ag: -4; CaV13 FRET inh: -14; ABCB6 inh 2: 101; N-glyco inh: 2; Cardio protect: -3; Exocytosis inh: 9; iPSC survival up: 0.4; Vif inh: -1; aDG glyco act: -0.3

How did COc1ccc(C(=O)n2cnnc2N)cc1 do in these assays?
PDI turbidity: -5; HTR2A ag: -1; CaV13 FRET inh: -6; ABCB6 inh 2: 103; N-glyco inh: 0; Cardio protect: 2; Exocytosis inh: -2; iPSC survival up: 0.0; Vif inh: 10; aDG glyco act: 0.1

Results for CSc1nc(NCc2ccco2)c2ccccc2n1 ?
PDI turbidity: -2; HTR2A ag: -5; CaV13 FRET inh: -4; ABCB6 inh 2: 97; N-glyco inh: -2; Cardio protect: -15; Exocytosis inh: -2; iPSC survival up: -0.6; Vif inh: -20; aDG glyco act: 0.7

How did COc1ccc(-c2nn(-c3ccccc3)cc2CN(C)CCn2ccnc2C)c(F)c1 do in these assays?
PDI turbidity: 0; HTR2A ag: -3; CaV13 FRET inh: 4; ABCB6 inh 2: 91; N-glyco inh: 1; Cardio protect: -4; Exocytosis inh: 3; iPSC survival up: -0.1; Vif inh: -4; aDG glyco act: 0.3

How did CCc1ccc(C(=O)Nc2nc(C)cs2)s1 do in these assays?
PDI turbidity: -8; HTR2A ag: -1; CaV13 FRET inh: -6; ABCB6 inh 2: 98; N-glyco inh: -19; Cardio protect: -11; Exocytosis inh: -4; iPSC survival up: -0.4; Vif inh: -4; aDG glyco act: 0.0

What do the screens show for `CCOC(=O)Cn1cc(Cl)cc(C(=O)Nc2ccccc2)c1=O`?
PDI turbidity: 4; HTR2A ag: -1; CaV13 FRET inh: -18; ABCB6 inh 2: 103; N-glyco inh: -1; Cardio protect: -4; Exocytosis inh: -11; iPSC survival up: -0.4; Vif inh: -12; aDG glyco act: 0.0

Results for Cc1ccccc1-n1ncc2c1CC(C)(C)CC2NC(=O)c1snnc1C (stereo unspecified) ?
PDI turbidity: 5; HTR2A ag: -3; CaV13 FRET inh: -3; ABCB6 inh 2: 99; N-glyco inh: -1; Cardio protect: 1; Exocytosis inh: -2; iPSC survival up: -0.5; Vif inh: -1; aDG glyco act: 0.0

What do the screens show for `Cc1ccc([N+](=O)[O-])c(OCCN2CCCCCC2)c1`?
PDI turbidity: 14; HTR2A ag: -9; CaV13 FRET inh: -19; ABCB6 inh 2: 103; N-glyco inh: -3; Cardio protect: -6; Exocytosis inh: -2; iPSC survival up: -0.5; Vif inh: -1; aDG glyco act: 0.6

Results for Cc1ccc(SSc2cc(C)ccc2N)c(N)c1 ?
PDI turbidity: 2; HTR2A ag: -3; CaV13 FRET inh: -9; ABCB6 inh 2: 104; N-glyco inh: -5; Cardio protect: -4; Exocytosis inh: -6; iPSC survival up: -1.9; Vif inh: -7; aDG glyco act: -0.4

How did O=S(=O)(/C=C/c1ccccc1)N1CCOCC1 do in these assays?
PDI turbidity: 12; HTR2A ag: 3; CaV13 FRET inh: -3; ABCB6 inh 2: 102; N-glyco inh: 0; Cardio protect: 0; Exocytosis inh: 5; iPSC survival up: -0.1; Vif inh: 0; aDG glyco act: -0.2

How did COC(=O)Cc1c(O)ccn(Cc2ccc(F)cc2)c1=O do in these assays?
PDI turbidity: 3; HTR2A ag: 9; ABCB6 inh 2: 99; N-glyco inh: 0; Cardio protect: -5; Exocytosis inh: inconclusive; iPSC survival up: -0.3; Vif inh: 11; aDG glyco act: -0.3

How did COCCNC(=O)C1CCCN(C(=O)c2cc(-c3cccs3)oc2C)CC1 (stereo unspecified) do in these assays?
PDI turbidity: 11; HTR2A ag: 2; CaV13 FRET inh: -9; ABCB6 inh 2: 96; N-glyco inh: 0; Cardio protect: -1; Exocytosis inh: 1; iPSC survival up: -3.7; Vif inh: -6; aDG glyco act: 0.2

Results for CC(OC(=O)CCC(=O)N1CCN(S(=O)(=O)c2ccc3ccccc3c2)CC1)C(=O)NC(N)=O (stereo unspecified) ?
PDI turbidity: 9; HTR2A ag: 2; CaV13 FRET inh: -5; ABCB6 inh 2: 102; N-glyco inh: 1; Cardio protect: 0; Exocytosis inh: 0; iPSC survival up: 0.7; Vif inh: -1; aDG glyco act: 0.5

What do the screens show for `Cc1ccc(C(=O)CCC(=O)N2CCC(C(N)=O)CC2)s1`?
PDI turbidity: -2; HTR2A ag: 6; CaV13 FRET inh: -3; ABCB6 inh 2: 101; N-glyco inh: 0; Cardio protect: 7; Exocytosis inh: 2; iPSC survival up: -0.3; Vif inh: -4; aDG glyco act: -0.1

The list goes on, starting with the last 3 of the part before.
How did COCCNC(=O)C1CCCN(C(=O)c2cc(-c3cccs3)oc2C)CC1 (stereo unspecified) do in these assays?
PDI turbidity: 11; HTR2A ag: 2; CaV13 FRET inh: -9; ABCB6 inh 2: 96; N-glyco inh: 0; Cardio protect: -1; Exocytosis inh: 1; iPSC survival up: -3.7; Vif inh: -6; aDG glyco act: 0.2

Results for CC(OC(=O)CCC(=O)N1CCN(S(=O)(=O)c2ccc3ccccc3c2)CC1)C(=O)NC(N)=O (stereo unspecified) ?
PDI turbidity: 9; HTR2A ag: 2; CaV13 FRET inh: -5; ABCB6 inh 2: 102; N-glyco inh: 1; Cardio protect: 0; Exocytosis inh: 0; iPSC survival up: 0.7; Vif inh: -1; aDG glyco act: 0.5

What do the screens show for `Cc1ccc(C(=O)CCC(=O)N2CCC(C(N)=O)CC2)s1`?
PDI turbidity: -2; HTR2A ag: 6; CaV13 FRET inh: -3; ABCB6 inh 2: 101; N-glyco inh: 0; Cardio protect: 7; Exocytosis inh: 2; iPSC survival up: -0.3; Vif inh: -4; aDG glyco act: -0.1

Results for CCN(C(=O)COC(=O)c1ccc(Cl)nc1)C1CCS(=O)(=O)C1 (stereo unspecified) ?
PDI turbidity: -5; HTR2A ag: -3; CaV13 FRET inh: -5; ABCB6 inh 2: 90; N-glyco inh: 2; Cardio protect: -1; Exocytosis inh: 6; iPSC survival up: 3.3; Vif inh: 4; aDG glyco act: -0.3

What do the screens show for `COCCCNC(=O)c1ccc(CNS(=O)(=O)c2ccc(NC(C)=O)cc2)cc1`?
PDI turbidity: -2; HTR2A ag: 3; ABCB6 inh 2: 95; N-glyco inh: 1; Cardio protect: 0; Exocytosis inh: 0; iPSC survival up: 3.2; Vif inh: -4; aDG glyco act: -0.1

How did O=C(NC1CCS(=O)(=O)C1)c1ccc(-c2ccc(Br)cc2)o1 (stereo unspecified) do in these assays?
PDI turbidity: 4; HTR2A ag: -1; CaV13 FRET inh: -7; ABCB6 inh 2: 102; N-glyco inh: 3; Cardio protect: 5; Exocytosis inh: -3; iPSC survival up: -1.1; aDG glyco act: 0.5

How did COc1ccc2cc(CCNC(=O)C(C)(C)C)c(=O)[nH]c2c1 do in these assays?
PDI turbidity: -2; HTR2A ag: 7; CaV13 FRET inh: -6; ABCB6 inh 2: 98; N-glyco inh: 1; Cardio protect: 3; Exocytosis inh: -3; iPSC survival up: 0.6; Vif inh: 1; aDG glyco act: -0.1

What do the screens show for `COC(=O)[C@H](Cc1ccccc1)NC(=O)N1CCN(c2ccccc2)CC1`?
PDI turbidity: 7; HTR2A ag: -3; CaV13 FRET inh: -11; ABCB6 inh 2: 96; N-glyco inh: 0; Cardio protect: 1; Exocytosis inh: 2; iPSC survival up: -0.2; Vif inh: 4; aDG glyco act: -0.2

How did COc1ccc(NC(=O)c2coc(C)c2)cc1 do in these assays?
PDI turbidity: 0; HTR2A ag: -6; CaV13 FRET inh: -5; ABCB6 inh 2: 99; N-glyco inh: 0; Cardio protect: 0; Exocytosis inh: -2; iPSC survival up: 1.1; Vif inh: -18; aDG glyco act: 0.0

Results for CCc1ccccc1NC(=O)c1cc(C)no1 ?
PDI turbidity: -6; HTR2A ag: 1; CaV13 FRET inh: -17; ABCB6 inh 2: 97; N-glyco inh: 4; Cardio protect: 7; Exocytosis inh: 0; iPSC survival up: -0.3; Vif inh: -4; aDG glyco act: -0.2

What do the screens show for `N=c1c(C(=O)NCCc2ccccc2)cc2c(=O)n3ccccc3nc2n1Cc1ccco1`?
PDI turbidity: 2; HTR2A ag: -7; CaV13 FRET inh: -4; ABCB6 inh 2: 97; N-glyco inh: -1; Cardio protect: 32; Exocytosis inh: 34; iPSC survival up: 0.0; Vif inh: 13; aDG glyco act: 0.6

How did O=[N+]([O-])c1cc(CN2CCCCCC2)ccc1O do in these assays?
PDI turbidity: 1; HTR2A ag: -3; CaV13 FRET inh: -2; ABCB6 inh 2: 108; N-glyco inh: 0; Cardio protect: -4; Exocytosis inh: -1; iPSC survival up: -0.7; Vif inh: 2; aDG glyco act: -0.1

How did N#Cc1ccccc1Cn1c(=O)n(CCCC(=O)NCc2ccc3c(c2)OCO3)c(=O)c2ccccc21 do in these assays?
PDI turbidity: -10; HTR2A ag: 15*; CaV13 FRET inh: -8; ABCB6 inh 2: 103; N-glyco inh: -6; Cardio protect: 1; Exocytosis inh: -3; iPSC survival up: 0.4; Vif inh: -2; aDG glyco act: 0.2

Results for Cc1ccc(S(=O)(=O)N(C)c2ccccc2C(=O)N2CCOCC2)cc1 ?
PDI turbidity: -3; HTR2A ag: 5; ABCB6 inh 2: 100; N-glyco inh: 2; Cardio protect: 5; Exocytosis inh: -2; iPSC survival up: 1.1; Vif inh: 0; aDG glyco act: -0.2

Results for COc1ccc(C(CNC(=O)c2oc3cc(Br)ccc3c2C)N2CCCCC2)cc1 (stereo unspecified) ?
PDI turbidity: 8; HTR2A ag: -10; CaV13 FRET inh: -13; ABCB6 inh 2: 98; N-glyco inh: -8; Cardio protect: 4; Exocytosis inh: 42; iPSC survival up: -0.4; Vif inh: 1; aDG glyco act: -0.2

How did O=S(=O)(c1ccc2nc(SCc3cccc(Cl)c3)[nH]c2c1)N1CCOCC1 do in these assays?
PDI turbidity: 0; HTR2A ag: -5; ABCB6 inh 2: 98; N-glyco inh: -5; Cardio protect: 3; Exocytosis inh: -2; iPSC survival up: -0.8; Vif inh: -2; aDG glyco act: 0.3

Assay outcomes (PubChem)
